# DSG3 Ab inh = blocks pemphigus antibody binding to human desmoglein-3; P32926; DSG3-coupled beads, scFv-anti-DSG3-GFP binding, flow cytometry; active compounds read low; binding (percent of control), % at 10 µM; actives 0.48% (n = 310,000); AID 588358;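 active means binding more than 3 SD below its plate's average and above zero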;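 further: hits lower antibody fragment binding to DSG3; some compounds called inactive have numbers as strong as hits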
# Target sequence (P32926 whole entry, looked up, the tested form may be a part): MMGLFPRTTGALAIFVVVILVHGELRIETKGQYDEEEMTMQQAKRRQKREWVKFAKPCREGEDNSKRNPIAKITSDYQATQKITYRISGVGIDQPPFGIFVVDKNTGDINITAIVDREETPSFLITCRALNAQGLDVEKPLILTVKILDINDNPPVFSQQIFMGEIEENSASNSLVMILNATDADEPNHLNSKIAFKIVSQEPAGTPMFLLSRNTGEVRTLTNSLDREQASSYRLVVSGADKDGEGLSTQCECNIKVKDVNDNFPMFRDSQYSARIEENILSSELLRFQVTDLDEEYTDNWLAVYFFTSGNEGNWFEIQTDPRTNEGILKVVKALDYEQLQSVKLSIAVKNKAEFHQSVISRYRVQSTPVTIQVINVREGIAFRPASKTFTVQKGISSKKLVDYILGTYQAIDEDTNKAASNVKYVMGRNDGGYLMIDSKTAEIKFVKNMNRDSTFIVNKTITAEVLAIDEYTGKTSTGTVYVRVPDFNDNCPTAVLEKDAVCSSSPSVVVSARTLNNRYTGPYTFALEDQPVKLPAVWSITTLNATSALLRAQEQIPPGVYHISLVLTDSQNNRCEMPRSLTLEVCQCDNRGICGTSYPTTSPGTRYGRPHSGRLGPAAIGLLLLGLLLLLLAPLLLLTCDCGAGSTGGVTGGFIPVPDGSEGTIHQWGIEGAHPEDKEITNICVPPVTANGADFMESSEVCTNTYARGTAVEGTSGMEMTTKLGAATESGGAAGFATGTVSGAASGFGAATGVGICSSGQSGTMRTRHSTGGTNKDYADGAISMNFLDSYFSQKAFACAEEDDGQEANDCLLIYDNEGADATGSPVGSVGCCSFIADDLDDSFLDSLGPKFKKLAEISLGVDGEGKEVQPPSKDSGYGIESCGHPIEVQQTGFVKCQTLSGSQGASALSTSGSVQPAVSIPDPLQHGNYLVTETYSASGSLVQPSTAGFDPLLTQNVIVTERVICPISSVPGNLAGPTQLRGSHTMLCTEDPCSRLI
# RTF Ca sens inh = cardiac RTF calcium desensitization; IANBD-labeled cardiac RTF, Ca2+ fluorescence; inhibition, % at 7.15 µM; actives 0.12% (n = 340,000);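 active means inhibition above the mean inhibition of all tested compounds plus 3 SD, cut at about 17% in these data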;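 further: assay run at fixed EC70 calcium of 1.6 mM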
# RTF Ca sens act = increases calcium sensitivity of human cardiac regulated thin filaments. P19429+P45379. IANBD-labeled TnC RTF fluorescence at EC20 calcium; 0% EC20 calcium, 100% full calcium. activation, % at 7.2 µM. actives 0.24% (n = 340,000). AID 493008;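 active means activation above the mean over all tested compounds plus 3 SD, cut at about 30% in these data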;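 further: rise in fluorescence read as greater calcium sensitivity of cardiac thin filaments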
# LANA DNA inh = inhibitors of KSHV LANA C-terminal domain DNA binding; actives 0.078% (n = 340,000); inhibition, % at 9 µM; AID 504423; MBP-C-LANA/FAM-LBS DNA binding, fluorescence polarization;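 active means highest replicate inhibition at or above 60% at 9 µM, even if other replicates fall short; inactive means all replicates below 60% inhibition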;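 further: 0% = neutral control wells and 100% = 4 µM acridine orange control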
# Arr AP2 block = blocks beta-arrestin peptide binding to AP2 adaptin; inhibition, % at 10 µM; actives 0.31% (n = 340,000); FITC-arrestin peptide / GST-AP2 beads, flow cytometry; AP2 beta2 appendage carries R879A mutation;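 active means inhibition above a set limit, near 3 SD of compounds lacking own fluorescence, cut at about 54% in these data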;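 further: plate controls were DMSO wells for no effect and 5 µM unlabelled arrestin peptide for full effect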
#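 Material – GST-tagged AP2 beta2-adaptin appendage (R879A) on 4 µm glutathione beads · Probe or stimulus – fluorescein-tagged arrestin peptide at 50 nM final · Timing – 12 min plus 1 h, RT · Detection – bead flow cytometry, FITC channel · Read-out basis – inhibition as reduced fluorescein signal on beads, percent · Medium – PBS plus Tween 20 (0.05%) and BSA (0.1%)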
# MOR-DOR ag = agonists of human mu-delta opioid receptor heterodimerization; cells, OPRM1-OPRD1 heterodimerization, luminescence; activation, % at 9.3 µM; actives 0.3% (n = 340,000); in the data active means activation above about 18%;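 further: 0% = vehicle-treated cells and 100% = reference agonist; values of inactives mirror those of a sister screen read the other way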
# OPRM1-OPRD1 inv = inverse agonist of human OPRM1-OPRD1 heterodimerization; P35372+P41143; cell-based MOR-DOR heterodimer luminescence, inverse agonism; inhibition, % at 9.3 µM; actives 0.21% (n = 340,000); AID 504357; in the data active means inhibition above about 22%, passing the limit was not always enough;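 further: 0% = cells with DMSO and 100% = wells without cells with DMSO; values of inactives mirror those of a sister screen read the other way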
# Wnt act = activates Wnt/beta-catenin signaling in a reporter cell assay; AID 743398; activator, plate reader; activation, % at 9.35 µM; actives 1.2% (n = 300,000); in the data active means activation above about 30%, passing the limit was not always enough;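 further: 0% = neutral control wells and 100% = positive control wells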
# V-ATPase pHluor = alters yeast V-ATPase proton transport; S. cerevisiae, pHLuorin cytosolic pH fluorescence; response, % at 10 µM; actives 0.37% (n = 350,000); AID 504577; in the data active means response mostly above about 7.3%, no sharp cut-off; inactive means mostly below about 5.4%; further: actives read high; inactives centre near 0; some compounds called inactive have numbers as strong as hits; reference of the scale not given here
# Keap1-Nrf2 PPI = Keap1-Nrf2 (human) interaction inhibition. inhibition, % at 9.4 µM. Keap1 Kelch-Nrf2 peptide fluorescence polarization, 1536-well. actives 0.15% (n = 340,000); in the data active means inhibition above about 12%;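 further: human Keap1 Kelch domain with fluorescein labeled Nrf2 9mer peptide probe; 0% = neutral control wells and 100% = peptide positive control; higher means more block of Keap1 binding to Nrf2 peptide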
# Starred values were filed as active, the others as inactive; / = no result given.
Structure	DSG3 Ab inh	RTF Ca sens inh	RTF Ca sens act	LANA DNA inh	Arr AP2 block	MOR-DOR ag	OPRM1-OPRD1 inv	Wnt act	V-ATPase pHluor	Keap1-Nrf2 PPI
CCN(CC)c1ccc(N2C(=O)/C(=C\c3cccs3)SC2=S)cc1	105	-8	0	5.8	-7	-2.6	13	/	0	-3
CC[N+](C)(CC)CCOC(=O)C1c2ccccc2Oc2ccccc21	99	-10	3	-1.5	-1	-0.8	4	-3	-1	2
COCCN(CCOC)C(=O)N1CCOCC1	/	4	1	0.5	15	-2.8	14	-5	-6	-2
COCCN(C(=O)CCN1C(=O)C2CC=CCC2C1=O)c1c(N)n(CC(C)C)c(=O)[nH]c1=O (centres undefined)	98	-6	0	-1.5	-5	-4.4	17	0	-3	1
Cc1ccc([N+](=O)[O-])cc1NC1OC(CO)C(O)C1O (centres undefined)	93	-5	0	-0.8	0	-0.5	2	-2	-2	2
CN1CCN(S(=O)(=O)c2ccc3c4c(cccc24)C(=O)N3)CC1	98	-4	-4	-0.3	-4	-2.1	11	0	-1	3
COc1ccc(-c2csc3ncnc(NCCO)c23)cc1	90	-9	-5	0.6	6	-1.4	7	2	0	-3
O=C(CCCOc1ccc(Cl)cc1)Nc1cccc(C(=O)O)c1	105	2	-1	4.4	14	-4.6	22	56*	1	-3
COc1ccc(C(=O)Cn2nc(CNc3ccc(Br)cc3)[n+]3c2CCCCC3)cc1	109	-5	4	-0.9	-15	-2.7	13	-2	7	-1
Cc1cccc(C2Nc3ccccc3C(=O)N2c2ccc(F)cc2)n1 (centres undefined)	100	0	0	-0.6	23	-3.8	20	5	1	-2
CC(C)(C)NC(=O)C(c1ccc(F)cc1)N(CCc1ccccc1)C(=O)c1ccn[nH]1 (centres undefined)	96	10	3	-1.1	-7	0.0	0	-1	-2	0
CC(=O)Nc1sc(C)c(C)c1C(=O)OCC(=O)NCc1ccccc1	99	5	6	1.2	4	1.0	-6	3	-3	0
CC(C)Cc1nc2oc3c(=O)[nH]cnc3c2c2c1CCCC2	83	11	3	-0.1	-3	-4.2	21	2	-1	-11
O=C(O)c1ccccc1NC(=O)c1cc(-c2ccccc2)nc2ccccc12	100	-2	-1	/	-3	0.1	0	-2	0	5
CC(C(=O)NCc1ccc(F)cc1)n1ccc2cc(S(=O)(=O)N3CCCC3)ccc21 (centres undefined)	100	-4	-4	-0.5	6	-1.7	9	3	-5	-2
O=C(Cc1ccc(NC(=O)C2CCN(C(=O)C3CCCCC3)CC2)cc1)Nc1cccc(C(=O)N2CCCCC2)c1	97	-4	-2	-5.6	-2	-1.6	7	-2	1	4
Cc1nn(C)c(Nc2ccc(Br)cc2)c1Br	105	-1	8	0.8	-3	3.8	-20	-2	-3	-4
O=C(COc1ccccc1F)NCC(c1ccco1)N1CCCC1 (centres undefined)	102	0	1	0.1	11	-1.0	6	-2	-2	-1
CN(C(=O)c1cc(-c2ccc3c(c2)OCO3)on1)c1ccccc1	99	-9	-6	1.3	24	-1.7	9	14	-6	2
O=C(NCc1nc2ccccc2[nH]1)c1ccc(Cl)c(S(=O)(=O)N2CCCC2)c1	103	5	-8	0.3	8	-0.4	2	0	3	2

# Part of the list above in a different format:
> Cc1cccc(C2Nc3ccccc3C(=O)N2c2ccc(F)cc2)n1 (centres undefined)
  DSG3 Ab inh: 100; RTF Ca sens inh: 0; RTF Ca sens act: 0; LANA DNA inh: -0.6; Arr AP2 block: 23; MOR-DOR ag: -3.8; OPRM1-OPRD1 inv: 20; Wnt act: 5; V-ATPase pHluor: 1; Keap1-Nrf2 PPI: -2
> O=C(COc1ccccc1F)NCC(c1ccco1)N1CCCC1 (centres undefined)
  DSG3 Ab inh: 102; RTF Ca sens inh: 0; RTF Ca sens act: 1; LANA DNA inh: 0.1; Arr AP2 block: 11; MOR-DOR ag: -1.0; OPRM1-OPRD1 inv: 6; Wnt act: -2; V-ATPase pHluor: -2; Keap1-Nrf2 PPI: -1
> CC(C)Cc1nc2oc3c(=O)[nH]cnc3c2c2c1CCCC2
  DSG3 Ab inh: 83; RTF Ca sens inh: 11; RTF Ca sens act: 3; LANA DNA inh: -0.1; Arr AP2 block: -3; MOR-DOR ag: -4.2; OPRM1-OPRD1 inv: 21; Wnt act: 2; V-ATPase pHluor: -1; Keap1-Nrf2 PPI: -11

# The listing picks up, repeating the 3 entries before the break.
Structure	DSG3 Ab inh	RTF Ca sens inh	RTF Ca sens act	LANA DNA inh	Arr AP2 block	MOR-DOR ag	OPRM1-OPRD1 inv	Wnt act	V-ATPase pHluor	Keap1-Nrf2 PPI
O=C(COc1ccccc1F)NCC(c1ccco1)N1CCCC1 (centres undefined)	102	0	1	0.1	11	-1.0	6	-2	-2	-1
CN(C(=O)c1cc(-c2ccc3c(c2)OCO3)on1)c1ccccc1	99	-9	-6	1.3	24	-1.7	9	14	-6	2
O=C(NCc1nc2ccccc2[nH]1)c1ccc(Cl)c(S(=O)(=O)N2CCCC2)c1	103	5	-8	0.3	8	-0.4	2	0	3	2
CCOc1ccccc1NC(=O)NC1CCCCCCC1	107	-2	-4	0.5	4	0.7	-4	-3	4	1
COc1ccc(Cl)cc1-c1nc(SCC(=O)N(C)C2CCS(=O)(=O)C2)n[nH]1 (centres undefined)	119	-1	-2	-1.5	4	-2.6	13	-3	4	5
O=C(Nc1nnc(C2=COCCO2)o1)c1cccc(Br)c1	99	-3	0	0.7	57*	-1.5	11	1	0	4
Cn1c(-c2c(N)n(-c3ccccc3)c3nc4ccccc4nc23)nc2ccccc21	95	-7	9	-0.8	24	19*	-95	13	-1	6
COc1cc(OC)cc(-c2nnc(SCC(=O)N3CCCC3)o2)c1	/	-8	-2	0.2	-4	-3.5	15	/	-2	0
Cc1ccc(NC(=O)/C=C\C(=O)NCC(=O)O)cc1	97	-10	2	1.2	-2	-0.7	4	/	3	-4
CC(OC(=O)c1ccccc1NCc1ccco1)C(=O)Nc1ncc(Cl)cc1Cl (centres undefined)	108	-7	-3	-0.7	-4	-0.8	3	/	2	-6
Cc1nc2cc(-c3ccsc3-n3c(C)ccc3C)[nH]n2c(=O)c1Cl	99	-7	-8	1.4	-1	-0.5	3	/	-1	-4
O=S(=O)(CC(CN1CCCC1)N1CCCC1)c1ccc2ccccc2c1 (centres undefined)	119	-6	8	0.0	3	-1.2	6	/	0	-26
O=C(CSc1nnc(-c2ccncc2)n1-c1ccccc1)N1CCN(c2ccc(Cl)cc2)CC1	105	0	-1	2.7	-17	-3.2	17	-3	2	3
CC(Sc1nnc(-c2ccccc2F)n1C1CC1)C(=O)NCc1ccco1 (centres undefined)	/	-2	-4	0.9	-4	-1.1	5	1	-3	-7
COc1ccc(CN2CCCC(C(=O)Nc3cccc(-n4cnnn4)c3)C2)c(C)c1C (centres undefined)	104	-1	-1	-2.4	3	2.3	-12	-1	2	-3
CCOC(=O)c1ccc(N2C(=O)C(O)=C(C(C)=O)C2c2ccc([N+](=O)[O-])cc2)cc1 (centres undefined)	109	-3	-5	-0.6	2	-3.1	16	-1	-1	-3
Cc1cccnc1NC(=O)CSc1ccc2c(c1)OCCO2	97	6	-2	-0.6	27	-2.7	11	3	-3	-3
NC(=O)[C@@H]1[C@@H]2C(=O)N(c3ccc(F)cc3)C(=O)[C@@H]2[C@H]2C=Cc3ccccc3N21	105	/	/	/	2	/	/	-3	-5	/
S=c1[nH]ncc2ccccc12	113	-7	8	0.0	10	-3.2	18	2	1	-7
CCN(CC)S(=O)(=O)c1ccc(C)c(NC(=O)c2cc(C)oc2C)c1	112	-6	-3	-0.8	29	-0.7	3	-3	0	1
Cc1ccc(CNC(=O)COC(=O)c2c(C)noc2C)cc1	/	-16	1	0.2	-5	-0.7	5	3	-2	-2
Cc1ccc(C(=O)O/N=C(/c2nonc2N)N(C)C)cc1	/	-11	-1	0.3	-6	-0.1	0	-1	-6	-1
O=C1OCC2=C1C(c1ccc(Cl)cc1)CC(=O)N2c1ccc(F)cc1 (centres undefined)	/	5	3	-0.8	-6	0.1	-1	-3	-4	3
COc1ccc(OC)c(C2=NS(=O)(=O)N(C)C(C(=O)Nc3ccc(F)cc3F)=C2)c1	90	-6	0	1.4	6	0.6	-3	-2	-3	-3
Cc1ccc(S(=O)(=O)N2CCCC2C(=O)Nn2cnnc2)cc1 (centres undefined)	88	-16	0	1.4	0	-0.4	2	3	-3	1
CN(C)C(=S)Nc1ccc(N2CCOCC2)cc1	/	-1	11	2.2	28	-2.6	13	4	-6	0
O=c1cc(C(F)F)oc2c1ccc1ccccc12	106	-2	-3	2.1	14	4.2	-25	0	-7	-2
CN(C)S(=O)(=O)c1cccc(NC(=O)COC(=O)CNC(=O)c2ccccc2F)c1	101	-4	-5	-8.3	-17	-1.4	8	5	0	-4
Cc1ccc(-n2c(-c3ccco3)nc3c(cnn3-c3ccc(C)cc3)c2=O)cc1	100	-8	2	1.8	4	-2.0	10	-1	3	2
Fc1ccccc1NC(=S)N1CCC(c2ccccc2)C1 (centres undefined)	100	-5	-4	-1.4	10	-0.5	3	48*	1	-5
COc1ccc(Cc2nnc(NC(=O)CSc3ccc(C)cc3)s2)cc1	100	-1	7	0.7	16	8.0	-42	/	5	-1
Cc1csc(=O)n1CC(=O)OCC(=O)NCc1ccc(F)cc1	101	-3	-4	-0.8	28	-0.6	4	-3	-1	2
COCC(=O)N(Cc1cc2cc(OC)ccc2[nH]c1=O)c1ccc(C)cc1	98	-7	-5	-0.3	26	-1.3	5	-1	1	-1
O=C(O)c1ccccc1C(=O)NC1CCCCNC1=O (centres undefined)	/	-2	10	-0.5	16	-0.2	1	2	3	-6
Cc1ccc(C(C)NC(=O)C23CC4CC(CC(C4)C2)C3)cc1 (centres undefined)	116	-4	-8	4.5	14	3.6	-17	2	5	-6
Cc1ccc(/C=C(\C#N)C(=O)NCc2ccco2)o1	102	9	5	-3.1	-3	-1.5	8	-2	-5	-6
Cc1ccc(NC(=O)CCNS(=O)(=O)c2ccc3c(c2)CCC(=O)N3)cc1F	99	-6	-5	0.0	-2	-1.2	7	8	-1	6
O=C(CCS(=O)(=O)c1ccccc1)Nc1ccccc1-c1nc2ccccc2s1	83	3	-6	0.6	4	-3.3	17	-29	2	-4

# An excerpt of these results, with values under each structure:
# Every second line gives: DSG3 Ab inh, RTF Ca sens inh, RTF Ca sens act, LANA DNA inh, Arr AP2 block, MOR-DOR ag, OPRM1-OPRD1 inv, Wnt act, V-ATPase pHluor, Keap1-Nrf2 PPI
Cc1ccc(S(=O)(=O)N2CCCC2C(=O)Nn2cnnc2)cc1 (centres undefined)
 : 88, -16, 0, 1.4, 0, -0.4, 2, 3, -3, 1
COc1ccc(Cc2nnc(NC(=O)CSc3ccc(C)cc3)s2)cc1
 : 100, -1, 7, 0.7, 16, 8.0, -42, /, 5, -1
Fc1ccccc1NC(=S)N1CCC(c2ccccc2)C1 (centres undefined)
 : 100, -5, -4, -1.4, 10, -0.5, 3, 48*, 1, -5
